# Source: PubChem (several laboratories)
# GSH fluor – GSH bead compound fluorescence profile; GSH beads flow cytometry, compound fluorescence 488/530 nm; stronger effect = higher value; fluorescence (KMESF) at 10 µM; 190,000 compounds, 0.25% hits; AID 1776; in the data active = fluorescence above about 89;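 note: glutathione beads carrying GST-tagged Bcl family fusion proteins plus one bare bead set; values are compound well signal with DMSO vehicle wells as background; inactives centre near 16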
# Mcl1-Noxa inh – Mcl-1/Noxa interaction inhibition; TR-FRET Mcl-1/Noxa peptide binding, 2 h; AID 1022; Q07820; 220,000 compounds, 1.5% hits; inhibition, % at 21.7 µM;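 active = compounds that cut the protein-peptide binding signal by more than 50% relative to plate controls in a single-dose test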;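 note: His-tagged Mcl-1 with rhodamine Noxa BH3 peptide and terbium anti-His antibody; 0% = Mcl-1 plus Noxa peptide wells and 100% = peptide-only wells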
# Target sequence (Q07820 whole entry, looked up): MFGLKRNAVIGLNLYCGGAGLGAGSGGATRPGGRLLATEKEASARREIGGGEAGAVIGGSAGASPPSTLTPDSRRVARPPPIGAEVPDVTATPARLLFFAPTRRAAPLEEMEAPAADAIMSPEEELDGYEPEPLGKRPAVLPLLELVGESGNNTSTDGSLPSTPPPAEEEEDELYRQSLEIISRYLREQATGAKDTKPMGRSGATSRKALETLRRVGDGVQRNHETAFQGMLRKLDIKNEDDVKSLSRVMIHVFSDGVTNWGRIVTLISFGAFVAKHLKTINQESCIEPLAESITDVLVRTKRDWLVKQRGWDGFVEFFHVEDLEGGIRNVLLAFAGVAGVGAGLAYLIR
# Pf gamet viab – kills late stage P. falciparum gametocytes | P. falciparum stage V gametocytes, ATP luminescence, 24 h | inhibition, % at 10.9 µM | 150,000 compounds, 0.065% hits | AID 743093;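 active = inhibition above the mean plus 3 SD of compounds within the control limits, set per campaign, cut at about 38% in these data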;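 note: 0% = DMSO wells and 100% = medium only without gametocytes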
# HRas wt GTP – human HRas wildtype GTP binding, change in either direction; GTP binding activity, % at 10 µM; 190,000 compounds, 0.14% hits; P01112; GST-Ras wt beads, Bodipy-FL-GTP binding, flow cytometry; actives lie on both sides;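 active = GTP binding activity at least 20% away from the 100% baseline, either lowered as inhibitor or raised as activator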;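 note: 0% = unlabeled GTP competition control and 100% = no-compound control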
# Target sequence (P01112 whole entry, looked up): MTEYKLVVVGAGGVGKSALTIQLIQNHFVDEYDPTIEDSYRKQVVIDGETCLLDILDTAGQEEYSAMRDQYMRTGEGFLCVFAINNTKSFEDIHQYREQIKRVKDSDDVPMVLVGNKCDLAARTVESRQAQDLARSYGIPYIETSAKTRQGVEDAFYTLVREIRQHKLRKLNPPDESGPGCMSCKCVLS
# Avidin bead fluor – compound fluoresces at 488/530 nm on avidin beads; compound fluorescence 488/530 nm, flow cytometry; stronger effect = higher value; fluorescence (KMESF) at 10 µM; 220,000 compounds, 0.38% hits; AID 1775; in the data active = fluorescence above about 47; note: inactives centre near 10
# Rab2A wt mod – changes GTP binding to wildtype dog Rab2A, up or down; 190,000 compounds, 0.19% hits; GST-Rab2 wt beads, Bodipy-GTP binding, flow cytometry; GTP binding activity, % at 10 µM; AID 760; P61105;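 active = GTP binding activity at least 20 points away from 100%, either lowered or raised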;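 note: 0% = beads with excess unlabeled GTP and 100% = no-compound control corrected for plate trend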
# Rab7 wt modul – modulators of GTP binding to dog Rab7 wildtype GTPase. GST-Rab7 beads, fluorescent GTP binding, flow cytometry; actives lie on both sides; untreated = 100%, excess cold GTP = 0%. GTP binding activity (percent of control), % at 10 µM. 190,000 compounds, 0.055% hits. AID 758;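 active = fluorescent GTP binding to Rab7 beads changed by at least 20 points from the 100% baseline, either direction, mostly lower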;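 note: median green fluorescence of bound Bodipy-FL-GTP per Rab7 bead population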
# Mcl1 Bid PPI – Mcl-1/Bid interaction inhibition; 220,000 compounds, 0.97% hits; AID 1021; inhibition, % at 21.7 µM; Q07820; TR-FRET Mcl-1/Bid-Dy647 peptide binding, 1536-well;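 active = compounds that cut the binding signal by more than half at the single screening dose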;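 note: His-tagged Mcl-1 with europium anti-His antibody binding Bid BH3 peptide; 0% = Mcl-1 plus peptide wells and 100% = peptide-only wells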
# Rac1 wt modul – alters GTP binding to wildtype human Rac1. GTP binding activity (% of control), % at 10 µM. 190,000 compounds, 0.27% hits. GST-Rac1 beads, fluorescent GTP binding, flow cytometry; actives lie on both sides; 0 = cold GTP competed, 100 = untreated;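 active = GTP binding activity at least 20 points away from the 100% control level, either lower or higher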
# Cdc42 wt GTP – modulators (inhibitors or activators) of GTP binding to human Cdc42 wildtype | GST-Cdc42 beads, Bodipy-GTP binding, flow cytometry; actives lie on both sides | percent activity (GTP binding), % at 10 µM | 190,000 compounds, 0.2% hits | AID 761;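 active = percent activity GTP binding at least 20 points away from the 100% baseline, either down as inhibitor or up as activator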;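 note: median bead fluorescence of bound Bodipy-FL-GTP at 100 nM; 0% = excess unlabeled GTP control and 100% = no compound control; below 100% means less GTP binding so inhibitor and above means activator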
# Target sequence (P60953 whole entry, looked up): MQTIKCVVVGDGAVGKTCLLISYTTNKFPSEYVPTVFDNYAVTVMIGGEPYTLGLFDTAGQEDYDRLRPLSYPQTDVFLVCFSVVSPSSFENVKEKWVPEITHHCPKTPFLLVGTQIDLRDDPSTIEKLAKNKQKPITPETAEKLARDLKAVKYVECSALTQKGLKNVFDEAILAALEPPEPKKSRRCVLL
# Rac1 mut GTP – modulators of GTP binding to human Rac1 activated mutant; P63000; GST-Rac1 activated beads, fluorescent GTP binding, flow cytometry; actives lie on both sides; 100% means binding = to untreated wells; percent activity (GTP binding), % at 10 µM; 190,000 compounds, 0.11% hits; AID 764;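 active = GTP binding at least 20 percentage points away from the 100% baseline, in either direction, so actives lie on both sides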
# * marks the source's active call; other numbers are inactive results; / = no result given; & = joins results of further samples.
# Results follow in this order: GSH fluor	Mcl1-Noxa inh	Pf gamet viab	HRas wt GTP	Avidin bead fluor	Rab2A wt mod	Rab7 wt modul	Mcl1 Bid PPI	Rac1 wt modul	Cdc42 wt GTP	Rac1 mut GTP
CCC/C(O)=C1\C(=O)CC(c2ccccc2)CC1=NC(C)C(=O)O (stereo not given)
 : 13	1	9	99	13	96	94	-22	100	97	100
COc1cc(/C=C2/NC(=O)N(CC(=O)Nc3ccc(C)cc3)C2=O)ccc1Oc1ccc([N+](=O)[O-])cn1
 : 19	7	-4	94	8	92	92	-48	96	96	93
CCCCC(=O)Nc1cc(OCC)c(NC(=S)NC)cc1OCC
 : 21	16	3	96	9	97	91	-32	98	101	95
O=C(NCc1ccccc1)c1cccc(F)c1F
 : 9	-30	-3	92	22	92	93	-26	95	89	93
O=c1cc(CSc2ccccn2)c2ccccc2[nH]1
 : 23	9	-3	95	13	94	92	11	92	94	94
COc1ccccc1NC(=O)CCNC(=O)Cn1ccc2ccccc2c1=O
 : 12	23	-13	102	9	103	105	-2	109	103	102
Cc1ccccc1-c1nn(-c2ccc(F)cc2F)cc1CNCC(C)O (stereo not given)
 : 15	11	-3	100	12	97	101	-21	100	99	96
Cc1cc(N(CN2CCCC2=O)C(=O)c2ccccc2)no1
 : 23	-21	7	103	15	104	97	-8	101	104	102
COC1(C)CC2C(CC1OC(=O)c1cc([N+](=O)[O-])cc([N+](=O)[O-])c1)C2(C)C (stereo not given)
 : 13	-6	9	100	8	97	99	-6	99	100	99
FC(F)(F)c1cnc(Oc2ccccc2-c2nnco2)c(Cl)c1
 : 25	12	/	105	13	105	100	-2	103	103	99
COc1cc([N+](=O)[O-])ccc1N=Nc1c(N)[nH]n(-c2ccccc2)c1=O
 : 9	25	13	85	22	80	87	-49	81	78*	83
CCCS(=O)(=O)N1CCC(C(=O)NCCC(C)C)CC1
 : 14	-6	-4	98	6	97	102	-32	101	97	100
CN(C)S(=O)(=O)N(CC(=O)Nc1cccc(F)c1)c1ccccc1
 : 24	18	/	94	12	96	99	3	96	96	94
O=C(NCC(c1cccs1)N1CCOCC1)c1cc(-c2ccc(F)cc2)nc2ccccc12 (stereo not given)
 : 37	-16	-18	91	24	93	93	-6	94	95	95
Cc1[nH]n(-c2ccc(C(=O)O)cc2)c(=O)c1CCO
 : 10	4	/	100	20	98	105	-44	99	96	97
COC(=O)Nc1cc(C)nc2ccccc12
 : 39	0	/	97	12	96	93	8	96	95	94
COC(=O)c1cccc(NC(=O)c2onc3c2CCCC3)c1
 : 16	8	25	100	17	99	102	-10	104	101	100
Clc1ccc(-c2nnc(-c3ccc(Br)cc3)c(N3CCSCC3)n2)cc1
 : 8	-47	/	98	26	98	96	-40	98	102	97
COC(=O)c1ccc(NC(C(=O)OC)C(C)C)c([N+](=O)[O-])c1 (stereo not given)
 : 4	-6	/	100	12	100	99	-7	105	102	99
C=CCSc1nnc(-c2ccc([N+](=O)[O-])cc2)o1
 : 18	15	-3	95	9	99	95	-8	98	99	94
N#Cc1cc(S(=O)(=O)c2ccc(Cl)cc2)c(N)[nH]c1=O
 : 10	11	21	94	10	94	95	8	95	92	93
C/C(=N\NC(=O)c1ccc(CSc2nncn2C)cc1)c1cccs1
 : 13	18	1	96	11	96	91	-21	100	98	100
COc1ccc(CCNC(=O)c2ccccc2SC)cc1
 : 19	-9	/	94	12	95	96	-18	94	95	95
CC(C)(C)n1nnnc1C(c1cc2cc3c(cc2[nH]c1=O)OCCO3)N1CCSCC1 (stereo not given)
 : 15	7	/	96	30	96	98	-6	96	96	94
O=c1/c(=C/c2ccc([N+](=O)[O-])cc2)sc2n1CCCN=2
 : 12	28	-1	97	34	96	100	10	94	97	94
O=C(NCc1cccnc1)NC1(c2ccccc2)CC1
 : 23	1	/	100	6	99	99	-22	101	98	99
Cc1cccc2sc(NS(C)(=O)=O)nc12
 : 14	3	4	96	21	96	96	-11	97	95	95
CC(C)N1CCc2c(sc(NC(=O)c3nc4ccccc4s3)c2C(N)=O)C1
 : 12	21	-25	99	11	95	102	-44	99	95	95
Cc1ccc(/C=N/NC(=O)CNC(=O)Cc2ccccc2)o1
 : 19	-4	/	99	13	99	101	-13	101	98	98
COc1cc(C(=O)N/N=C(\C)Cn2nc([N+](=O)[O-])cc2C)ccc1O
 : 17	-7	-2	101	16	102	103	-26	105	101	100
Cn1c(=O)c2c(nc(NCCNC(=O)c3ccco3)n2Cc2ccccc2Cl)n(C)c1=O
 : 11	-8	-1	104	16	102	107	-85	105	106	98
CCOc1cccc(/C=N/Nc2ccc(S(=O)(=O)N(CC)CC)cn2)c1O
 : 10	-69	-7	98	7	99	102	-51	101	98	99
CN(C)CCOCCP(=O)(c1ccccc1)c1ccccc1
 : 29	-4	/	101	17	101	99	-22	102	103	100
CC(=O)N1CCN=C1SCc1ccc(Cl)cc1
 : 24	-6	/	100	6	103	102	-2	101	102	98
NC(=O)CSc1ccc(Br)cc1
 : 47	13	11	101	12	100	98	7	99	102	98
C/C(=N/OC(=O)c1ccc(C)cc1)c1cccs1
 : 8	2	19	103	25	101	99	-32	105	107	101
Cc1nn(-c2cc(C)c3ccccc3n2)c2c1C1C(C2)C1(C)C (stereo not given)
 : 30	6	/	102	5	102	103	3	103	99	98
COc1ccc(OC)c(Nc2ccc(Nc3cc(OC)ccc3OC)nn2)c1
 : 10	54*	-12	101	9	100	103	-34	104	99	101
CSc1nc(=O)n2cccc(C)c2n1
 : 37	4	/	96	6	95	97	-5	93	95	93
CSc1ccccc1NC(=O)CN(c1cccc(C)c1)S(C)(=O)=O
 : 26	-10	/	101	35	101	100	-7	104	103	100
Cc1ccc(C(CC(=O)NCc2ccco2)c2ccccc2)c(O)c1 (stereo not given)
 : 17	-4	/	101	35	99	95	-3	97	100	97
Cc1cccc2cc(-c3nc4c(C)cccn4c3NCc3ccco3)c(=O)[nH]c12
 : 51	-5	/	102	10	99	97	-47	106	103	95
Cc1nc2c(C#N)cnn2c2c1CCNN2C
 : 20	11	-11	95	9	98	98	-33	96	97	94
Cn1c(SCC(=O)c2cccs2)nnc1-c1ccco1
 : 9	-11	-4	101	12	98	95	-18	103	101	96
CCCn1c(-c2cccs2)nc2c1c(=O)[nH]c(=O)n2Cc1ccccc1
 : 24	4	24	98	10	100	102	-18	98	96	96
Cc1cc2c(c(=O)n1Cc1ccco1)C(c1cccnc1)C(C#N)=C(N)O2 (stereo not given)
 : 10	0	2	99	21	99	96	-89	100	99	97
CCC(OC(=O)c1ccco1)C(=O)NCc1ccco1 (stereo not given)
 : 26	15	/	99	27	99	99	-11	103	101	99
O=c1[nH]ncc(N/N=C/c2ccccc2)c1Cl
 : 37	3	1	102	7	100	99	-20	102	102	99
C=CCOc1cc(OC)c(OC)c(OC)c1
 : 19	2	20	98	7	97	97	-12	103	99	97
COc1ccc(Cc2noc(CN3CCN(c4ccc(Cl)cn4)CC3)n2)cc1OC
 : 22	8	2	98	13	98	95	14	98	96	98
Cc1ccc(NC(=O)CSCC(=O)Nc2ccc(N3CCOCC3)c(Cl)c2)cc1
 : 31	12	/	99	12	100	96	-6	100	101	98
COc1ccc(-c2nc3ccccn3c2C=O)cc1
 : 7	11	-3	102	14	100	103	-36	104	106	99
Cc1ccc2nc(SCC(=O)Nc3cccc([N+](=O)[O-])c3)[nH]c2c1
 : 15	9	/	100	32	99	101	5	100	99	97
CC(C)(C)NS(=O)(=O)c1ccc(-c2csnn2)s1
 : 9	-5	-9	101	5	102	98	-19	105	99	98
COc1ccc(NC(=O)CSc2nnc(-c3ccoc3C)n2CCc2ccccc2)cc1
 : 20	0	/	100	3	100	95	-4	103	101	100
Cc1ccccc1-n1c(SCC(=O)N/N=C/C=C/c2ccccc2[N+](=O)[O-])nc2ccccc2c1=O
 : 17	63*	-34	101	16	99	101	0	103	97	99
Cc1ccc(CN(c2ccc(C(=O)N3CCCC3)cc2)S(C)(=O)=O)cc1
 : 24	25	/	103	8	103	99	9	102	105	100
CC1(C)CC(=O)C2=C(C1)OC1=C(C(=O)CC(C)(C)C1)C2c1ccc(O)cc1O
 : 21	41	/	102	8	104	103	-20	106	102	100
COC(=O)C1C(=O)c2c(n[nH]c2C)CC1(C)C (stereo not given)
 : 26	-11	-90	99	8	99	97	-5	97	99	98
C/C(=N\c1nc2ccccc2n1C)c1cc(Cl)ccc1O
 : 45	46	/	97	9	97	97	50	99	98	97

# The listing continues.
# Results follow in this order: GSH fluor	Mcl1-Noxa inh	Pf gamet viab	HRas wt GTP	Avidin bead fluor	Rab2A wt mod	Rab7 wt modul	Mcl1 Bid PPI	Rac1 wt modul	Cdc42 wt GTP	Rac1 mut GTP
O=C1CC2CS(=O)(=O)CC2N1c1ccc(Cl)cc1Cl (stereo not given)
 : 26	1	/	100	35	99	100	-2	105	100	97
Cc1cccc(CSc2nnc(-c3cccs3)n2Cc2ccco2)c1
 : 14	18	-48	93	25	93	92	-8	91	94	91
CCOC(Cn1c(SCc2cc(C(C)=O)ccc2OC)nc2ccccc2c1=O)OCC
 : 11	1	-32	103	10	101	100	16	108	105	101
Cc1cc(NC(=O)Nc2cccc3ccccc23)no1
 : 8	1&-10	/	101	14&11	103	103	-11&-12	98	97	97
O=C(Cn1cc(SCc2ccc(Cl)cc2)c2ccccc21)N1CCOCC1
 : 20	2	-5	99	14	98	102	52*	101	99	97
COc1cc(C(=O)Sc2ccc(C)cc2)cc(OC)c1OC
 : 49	-12	/	97	15	94	99	-7	94	96	91
O=C(NCCNc1ccc([N+](=O)[O-])cc1)c1cccc2c(Br)cccc12
 : 12	16	10	100	13	97	103	-9	102	99	100
COc1ccccc1C(=O)O/N=C(/c1ccncc1)c1ccc([N+](=O)[O-])cc1
 : 13	13	8	97	8	97	100	-17	95	93	91
O=C1CCCC(O)=C1C=Nc1cccc(C(F)(F)F)c1
 : 11	-8	-25	100	18	100	103	1	100	99	97
CCOC(=O)N1CCC(NC(=O)C2CCCN(Cc3nc(-c4cccc(Cl)c4)oc3C)C2)CC1 (stereo not given)
 : 19	8	/	102	6	101	104	-17	107	104	100
CCOc1ccc2nc(NC(=O)CSc3ccc(Cl)cc3)sc2c1
 : 25	28	-35	99	35	98	97	9	104	100	98
O=C(Nc1ccc2c(c1)OCO2)c1ccncc1
 : 22	-10	-4	104	8	104	97	-38	104	107	102
c1ccc(C2=NNC(=NC3CC3)SC2)cc1
 : 16	25	/	100	24	98	100	1	98	99	96
CCN(CC)c1ccc(NC(=O)CN2CCN(CC(=O)Nc3ccccc3F)CC2)cc1
 : 52	55*	8	99	8	94	97	-51	103	100	92
O=C(NCc1cccnc1)c1cc(C(=O)C2CC2)c[nH]1
 : 12	-2	-6	96	22	96	94	-10	97	98	94
